Assay outcomes deposited in PubChem by several laboratories.
FLuc act counter: affects firefly luciferase, flagging false hits in luciferase stimulation screens. 200,000 tested, under 10 active. ATPlite luciferase biochemical, luminescence, 10 min; 0 = ATP-free wells, 1 = DMSO control. activation factor at 10 µM. P08659;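 active = luciferase activation factor, scaled between plate controls, of at least 2 with compound at 10 µM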
Target sequence (P08659 whole entry, looked up): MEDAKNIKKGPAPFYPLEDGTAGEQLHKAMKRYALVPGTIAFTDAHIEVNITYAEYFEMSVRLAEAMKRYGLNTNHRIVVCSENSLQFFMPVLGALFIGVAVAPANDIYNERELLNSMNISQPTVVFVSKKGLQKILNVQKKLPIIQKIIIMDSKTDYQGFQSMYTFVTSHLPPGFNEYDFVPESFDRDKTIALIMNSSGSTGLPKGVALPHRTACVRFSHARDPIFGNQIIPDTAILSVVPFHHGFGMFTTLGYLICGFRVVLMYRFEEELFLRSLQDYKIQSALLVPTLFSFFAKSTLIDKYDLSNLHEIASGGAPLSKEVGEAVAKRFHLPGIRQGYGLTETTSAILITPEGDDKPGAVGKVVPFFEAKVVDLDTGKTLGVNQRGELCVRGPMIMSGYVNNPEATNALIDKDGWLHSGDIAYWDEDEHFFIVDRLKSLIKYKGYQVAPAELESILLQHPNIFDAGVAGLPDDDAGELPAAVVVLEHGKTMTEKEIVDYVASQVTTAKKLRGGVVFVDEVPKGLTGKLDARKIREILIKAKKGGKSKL
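assay system = Luciferase/luciferin detection reagent, cell-free biochemical luciferase assay | also added = ATP substrate | times = 10 min post-reagent at room temperature | measured by = luminescence from luciferase reaction | measure = luciferase activation, seen as luminescence increase over controls | benchmarks = low control with PBS replacing ATP, high control enzyme plus ATP without compound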
PMI activator: phosphomannose isomerase (human) activation. AID 1214. activation factor at 20 µM. purified human PMI, coupled resazurin fluorescence, 20 min; active compounds read high; 1 = vehicle control, 0 substrate-free wells. P34949. actives 0.005% (n = 190,000);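 active = activation factor of 2 or more at 20 µM, relative to plate controls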
Target sequence (P34949 whole entry, looked up): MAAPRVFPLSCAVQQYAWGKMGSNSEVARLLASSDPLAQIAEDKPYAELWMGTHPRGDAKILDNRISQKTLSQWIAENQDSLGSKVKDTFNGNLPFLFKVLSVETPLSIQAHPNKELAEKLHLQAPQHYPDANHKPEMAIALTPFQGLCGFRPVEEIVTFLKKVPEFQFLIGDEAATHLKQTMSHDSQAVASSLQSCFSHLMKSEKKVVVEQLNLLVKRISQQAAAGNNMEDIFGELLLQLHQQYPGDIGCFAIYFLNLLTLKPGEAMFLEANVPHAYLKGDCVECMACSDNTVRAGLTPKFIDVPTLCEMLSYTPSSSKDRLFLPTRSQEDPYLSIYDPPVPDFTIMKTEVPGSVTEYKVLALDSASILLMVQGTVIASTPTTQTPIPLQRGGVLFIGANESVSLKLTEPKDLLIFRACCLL
Diaph act CS: diaphorase activation or chemical reduction counter-screen. Diaphorase/resazurin coupled assay, resorufin fluorescence, 16 min; active compounds read high; 1 = vehicle wells, 0 = NADH-free wells. activation factor at 20 µM. actives 0.005% (n = 190,000). AID 1229;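 active = diaphorase activity raised at least twofold by the compound at 20 µM; inactive = activation factor below 2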
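Material: purified diaphorase enzyme from Clostridium kluyveri / Medium: HEPES pH 7.4 buffer with MgCl2 and Tween 20 / Schedule: enzyme reaction of 16 min at room temperature / Measured by: resorufin fluorescence, excitation 544 nm, emission 590 nm / Evaluation: rise in resorufin formation, marking diaphorase activation or chemical reduction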
G6PDH counter: L. mesenteroides G6PDH inhibition counter-screen | AID 1020 | inhibition, % at 5 µM | actives 0.12% (n = 200,000) | Purified L. mesenteroides G6PDH, diaphorase/resazurin coupled fluorescence, 45 min; in the data active = inhibition above about 50%
TNAP inh no acc: TNAP (human) inhibition, acceptor-free conditions; actives 0.26% (n = 200,000); purified TNAP, CDP-star luminescence, 30 min; inhibition, % at 20 µM; P05186;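 active = tissue-nonspecific alkaline phosphatase inhibition above about 50% at 20 µM in the single-dose screen, limit read from the data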;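 also: 0% = DMSO negative control and 100% = EDTA positive control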
TNAP act hiacc: increases human TNAP activity under high phosphate acceptor concentration. purified TNAP, CDP-star luminescence, 1 M DEA, 30 min; active compounds read high; 0 = EDTA background, 1 = DMSO-only activity. activation factor at 20 µM. 200,000 tested, under 10 active. AID 1136;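 active = activation factor at least 2 at 20 µM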
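Dosing: 20 µM single point. System: human TNAP. Amount: TNAP 1/800 final. Incubation: 30 min, room temperature. Read-out: TNAP activation factor scaled between EDTA and DMSO control wells. Signal: luminescence from CDP-star hydrolysis. Medium: 1 M DEA, pH 9.8, Mg2+, Zn2+. Control set: EDTA negative control, DMSO positive control.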
Diaph inh CS: inhibits diaphorase or chemically oxidizes, flagging diaphorase assay artifacts | diaphorase resazurin-to-resorufin fluorescence, NADH, 16 min; bacterial (C. kluyveri) enzyme, not human | inhibition, % at 20 µM | actives 0.69% (n = 190,000);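 active = primary screen inhibition at 20 µM above a set limit, cut at about 50% in these data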;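 also: plate controls were DMSO with full reaction for no effect and wells lacking NADH for full effect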
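Detection: fluorescence of resorufin formed from resazurin, Ex 544/Em 590 nm; test system: Clostridium kluyveri diaphorase enzyme; amount: 0.14 U/mL diaphorase, enzyme working solution; times: 16-min room-temperature incubation before reading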
HMGR II inh: inhibitors of class II HMG-CoA reductase from Enterococcus faecalis; purified E. faecalis HMGR, NADPH absorbance 340 nm kinetic; inhibition, % at 10 µM; actives 0.41% (n = 190,000);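 active = inhibition above a set limit, the median over all tested compounds plus 3 SD, cut at about 9.5% in these data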;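 also: enzyme runs in reverse so mevalonate oxidation gives rising NADPH absorbance; 0% = complete reaction with DMSO and 100% = background rate lacking mevalonate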
TNAP inh hi DEA: blocks human TNAP under high phosphate acceptor concentration | P05186 | purified TNAP, CDP-star luminescence, 1 M DEA | inhibition, % at 20 µM | actives 0.03% (n = 200,000);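 active = over 50% inhibition of tissue-nonspecific alkaline phosphatase at 20 µM in the single-dose screen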;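 also: plate controls were DMSO wells for no effect and EDTA-quenched wells as full inhibition for full effect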
PMI act satM6P: activators of human phosphomannose isomerase at near-saturating mannose 6-phosphate. P34949. coupled PMI enzyme assay, resazurin fluorescence, 20 min; active compounds read high; 1 = untreated enzyme, 0 = substrate-free blank. activation factor at 20 µM. actives 0.34% (n = 190,000). AID 1216;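 active = activation factor of 2 or more at 20 µM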
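Test system: human PMI in coupled enzyme assay; Input: PMI at 15 ng/mL final; Medium: HEPES buffer, pH 7.4; Schedule: 20 min incubation at room temperature; Technique: resorufin fluorescence at Ex 544/Em 590 nm; Compound: 20 µM single dose; Probe or stimulus: Near-saturating mannose-6-phosphate, 1.0 mM.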
An asterisk follows results filed as active; · = not tested or not shown.

Screens in order – FLuc act counter	Diaph act CS	PMI act satM6P	TNAP act hiacc	PMI activator	Diaph inh CS	G6PDH counter	TNAP inh hi DEA	TNAP inh no acc	HMGR II inh
- COc1ccc(/C=N/Nc2nccnc2Cl)cc1
    0.3	1	1.1	1	1.1	-0.1	3.0	-4.8	18.6	-4.5
- O=C(CNC(=O)c1ccccc1Cl)OC1CCOC1=O (stereo unspecified)
    1	1	1.1	1	1.1	-3.7	-2.3	0.8	-3.5	0.0
- Cc1cccc(N2CCN(Cc3nc(CC4CC4)no3)CC2)n1
    1.1	0.9	1	1	0.9	13.3	3.2	-2.8	-10.1	-1.8
- O=C(O)/C=C/C(=O)N1CCN(S(=O)(=O)c2cccc(C(F)(F)F)c2)CC1
    1.1	0.9	1	1.1	1.1	11.6	6.9	-7.5	-12.4	-7.1
- COc1ccc(-c2cc(=O)c3cc(O)ccc3o2)cc1
    0.5	1.2	1	1	1	-15.9	8.2	1.2	-6.3	-6.2
- CCC(CC)C(=O)OCC(=O)Nc1cccc([N+](=O)[O-])c1
    1	1	1.1	1	1	-0.2	9.4	-3.5	-10.5	-4.1
- COc1ccc(/C(O)=C2/C(=O)C(=O)N(CCN3CCOCC3)C2c2ccccn2)cc1OC (stereo unspecified)
    1.1	0.8	1.4	1	1.5	17.7	5.6	-0.3	-9.6	-4.6
- c1ccc(-c2noc(-c3ccc4ccccc4c3)n2)nc1
    0	0.9	0.9	1	0.9	9.8	-28.8	-4.3	-8.3	-2.9
- O=C(NNc1ccccc1[N+](=O)[O-])Nc1ccc(Cl)c(Cl)c1
    1	0.8	0.9	1	1.1	18.4	13.2	2.7	5.0	1.3
- COc1ccc(Cc2nnc(SCC(=O)N3CCCCC3)o2)cc1
    1	1	1	1	0.9	-0.4	8.8	-0.7	-3.1	-9.4

Screens in order – FLuc act counter	Diaph act CS	PMI act satM6P	TNAP act hiacc	PMI activator	Diaph inh CS	G6PDH counter	TNAP inh hi DEA	TNAP inh no acc	HMGR II inh
- CCCCOC(=O)Nc1sc2nc(C)cc(C)c2c1-n1cccc1
    1.1	1	1	1.1	1.1	2.7	2.7	-6.7	-1.5	-0.6
- Nc1nc(Nc2cccc(F)c2)nc2ccccc12
    0.4	0.9	1.1	1.1	1.2	10.2	-0.6	-9.1	-15.4	-2.2
- Cc1cc(C(=O)NC2CCCc3ccccc32)no1 (stereo unspecified)
    1	1	1	1	1	2.1	3.1	-1.4	-8.0	-5.5
- Cc1cccc(-c2nc(CSCC(=O)NCCCN3CCOCC3)c(C)o2)c1
    1	0.9	0.8	1	1	12.5	0.9	-1.3	6.3	-1.9
- Cc1ccccc1N(CC(=O)NCc1ccc2c(c1)OCO2)C(=O)CCC(=O)Nc1ccccn1
    1.1	0.9	1	1.1	1.1	5.7	8.8	-6.6	-1.4	-3.1
- O=C(CCCCCN1C(=O)c2ccccc2C1=O)Nc1ccc(F)cc1
    1	0.9	1	1	1	12.0	13.1	0.5	-3.8	-6.8
- CC1=NN(C(=O)CCc2ccccc2)C(O)(c2ccncc2)C1 (stereo unspecified)
    1	1.1	1.1	1	1	-14.2	13.8	-3.3	-25.7	0.0
- N#Cc1ccccc1NC(=O)Nc1ccccc1
    0.9	1	1	1.1	1.1	3.3	9.7	-6.3	-10.4	4.7
- COc1ccc(N2C(=O)C3CCCN3C2=O)cc1 (stereo unspecified)
    1	1	1.1	1	1	1.5	-0.9	-0.3	-5.1	-2.5
- Cc1ccc(CN2CCNC2=O)cc1
    1	0.9	1	1	1	12.5	1.3	-0.7	-14.2	-4.4

Screens in order – FLuc act counter	Diaph act CS	PMI act satM6P	TNAP act hiacc	PMI activator	Diaph inh CS	G6PDH counter	TNAP inh hi DEA	TNAP inh no acc	HMGR II inh
- CCn1nnnc1SCC(=O)Nc1cc(OC)cc(OC)c1
    1	0.9	1	1.1	1	5.1	2.8	-5.5	-9.3	-6.3
- Clc1cccc(Cl)c1/C=N\Nc1nccs1
    1	1	1	1	1	0.6	6.9	-2.0	-7.5	-0.5
- O=S(=O)(NC1CCCCC1)c1ccc(S(=O)(=O)N2CCN3CCCC3C2)cc1 (stereo unspecified)
    1.1	0.8	1	1.1	1	17.1	-1.7	-6.3	-10.0	3.8
- COC(=O)c1c(NC(=O)C2CCC2)sc(C(=O)N(C)C)c1C
    1.1	0.9	0.9	1	1	11.6	-17.1	0.0	2.9	4.5
- CCCS(=O)(=O)N1CCC(C(=O)NCCN(C)Cc2ccccc2)CC1
    1	0.9	0.9	1	1	8.5	4.5	-1.9	-5.8	-1.5
- CCOC(=O)c1c(-c2cccc([N+](=O)[O-])c2)csc1N
    1	0.8	0.5	1	0.7	19.9	15.4	-0.3	-6.9	3.3
- Cc1cc([N+](=O)[O-])ccc1NC(=O)CN1C2CCC1CC(NC(=O)NC13CC4CC(CC(C4)C1)C3)C2 (stereo unspecified)
    1.1	0.7	0.6	1	0.7	28.7	0.9	-4.1	-5.9	-5.4
- O=C1NN(c2ccccc2)C(=O)/C1=C\c1cccc(OC(=O)c2cccs2)c1
    0.8	0.8	1.5	1.1	1.2	22.3	13.2	-6.0	2.4	-5.5
- CCCCn1c(SCC(=O)N2CC(=O)Nc3ccccc32)nnc1-c1ccoc1C
    1.1	1	1	1	1	4.5	-7.5	-4.4	-2.2	-0.9
- Cc1cccc(N(CC(=O)NCc2ccc3c(c2)OCO3)C(=O)CCC(=O)Nc2ccccn2)c1C
    1	0.8	0.9	1.1	0.9	20.4	9.7	-6.5	-10.5	1.6

Whole records, quoted from the list. Screens in order: FLuc act counter, Diaph act CS, PMI act satM6P, TNAP act hiacc, PMI activator, Diaph inh CS, G6PDH counter, TNAP inh hi DEA, TNAP inh no acc, HMGR II inh
`Cc1cc(C(=O)NC2CCCc3ccccc32)no1` (stereo unspecified) as listed: 1, 1, 1, 1, 1, 2.1, 3.1, -1.4, -8.0, -5.5
`O=S(=O)(NC1CCCCC1)c1ccc(S(=O)(=O)N2CCN3CCCC3C2)cc1` (stereo unspecified) as listed: 1.1, 0.8, 1, 1.1, 1, 17.1, -1.7, -6.3, -10.0, 3.8

The list goes on.
Screens in order – FLuc act counter	Diaph act CS	PMI act satM6P	TNAP act hiacc	PMI activator	Diaph inh CS	G6PDH counter	TNAP inh hi DEA	TNAP inh no acc	HMGR II inh
- COC(=O)C1=C(C)N(c2cccc(OC)c2)C(=O)/C1=C\c1ccco1
    1.1	0.9	1	0.9	1	13.6	5.4	7.1	-3.6	1.6
- CCOC(=O)C(C)(C)Sc1ncnc2nc[nH]c12
    1.1	0.9	1	1	1	8.1	-6.6	-1.8	-4.7	-4.7
- O=C(CSc1nnc(-c2cccs2)o1)N1CCCCC1
    0.9	0.9	1	1.1	1	7.8	2.3	-5.8	-13.2	0.1
- CN(Cc1ccccc1)S(=O)(=O)c1ccc2c(c1)OCCO2
    1.1	0.9	0.9	1	0.9	10.2	1.6	0.2	-7.3	-6.7
- CS(=O)(=O)c1ccc2nc(NC(=O)c3ccc(S(=O)(=O)NCC4CCCO4)cc3)sc2c1 (stereo unspecified)
    1.1	0.8	1.2	1	1.2	21.7	-4.8	-1.0	-4.0	-0.8
- CCc1nnc(NC(=O)CSc2ccc(-c3cccs3)nn2)s1
    0.9	1	1.2	1	1.2	4.9	6.6	2.9	-5.4	-6.3
- Cc1ccc(S(=O)(=O)C(C#N)c2nc3ccccc3nc2N2CCCCC2)cc1 (stereo unspecified)
    1.1	0.7	1.7	1.1	1.3	31.4	7.0	-6.0	-7.5	·
- CCC(CC)C(=O)Nc1cc([N+](=O)[O-])ccc1F
    1	0.8	0.9	1	1	17.9	1.8	-1.6	-7.2	1.6
- COc1ccc(CCNC(=O)c2cc(=O)[nH]c3ccc(Br)cc23)cc1OC
    1	1	0.9	1	1	3.6	-13.4	-0.3	-8.8	-6.8
- CCN(CC)S(=O)(=O)c1cccc(-c2nnc(SCC#N)n2Cc2ccccc2)c1
    1	0.9	0.9	1	0.9	14.1	9.0	-2.0	-6.2	-2.6

Screens in order – FLuc act counter	Diaph act CS	PMI act satM6P	TNAP act hiacc	PMI activator	Diaph inh CS	G6PDH counter	TNAP inh hi DEA	TNAP inh no acc	HMGR II inh
- CCCCC1CCC(C(=O)N2CCOCC2)CC1 (stereo unspecified)
    1.1	1	1.2	1	1.1	-4.6	5.2	-4.8	-3.4	1.9
- Oc1c(CN2CCOCC2)ccc2ccccc12
    1	0.6	0.3	1.1	0.5	40.9	60.0*	-6.6	-12.8	-4.6
- COc1ccc(-n2c(Cn3c(=O)sc4ccccc43)nnc2SCC(N)=O)cc1
    1.1	0.9	1.1	1.1	1	8.2	-0.3	-9.0	4.6	-2.5
- CC(=O)Nc1ccc(NC(=O)c2ccc(NS(=O)(=O)c3cc(C(C)(C)C)cc(C)c3C)cc2)cc1
    1.1	0.9	1	1	1.1	13.8	-3.3	-4.3	-7.2	-5.0
- O=C(c1ccc(OC2CCN(C(=O)c3cccnc3)CC2)cc1)N1CCCCCC1
    1	1	1	1.1	1	3.3	1.0	-7.4	-9.7	-3.3
- CCOC(=O)N1CCN(C(=O)CSCc2nc(-c3ccccc3F)oc2C)CC1
    1	0.9	1.2	1	1.1	11.2	7.5	0.6	-14.4	-9.2
- CC[N+]1(CC)CC2=Cc3ccccc3CC2C1 (stereo unspecified)
    1.1	0.9	0.7	1	1.1	7.0	0.9	-2.1	0.1	-4.0
